Compound activity: PubChem BioAssay, several laboratories
MC4R ag barr – human MC4R agonism via beta-arrestin. 360,000 tested, 0.98% active. U2OS MC4R beta-arrestin complementation, luminescence; percent of melanotan II response, DMSO zero. P32245. AID 540308. activation, % at 8.9 µM;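 active = activation above a per-plate cutoff, the mean activation of sample wells on that plate plus 3 SD, cut at about 8% in these data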
Target sequence (P32245 whole entry, looked up): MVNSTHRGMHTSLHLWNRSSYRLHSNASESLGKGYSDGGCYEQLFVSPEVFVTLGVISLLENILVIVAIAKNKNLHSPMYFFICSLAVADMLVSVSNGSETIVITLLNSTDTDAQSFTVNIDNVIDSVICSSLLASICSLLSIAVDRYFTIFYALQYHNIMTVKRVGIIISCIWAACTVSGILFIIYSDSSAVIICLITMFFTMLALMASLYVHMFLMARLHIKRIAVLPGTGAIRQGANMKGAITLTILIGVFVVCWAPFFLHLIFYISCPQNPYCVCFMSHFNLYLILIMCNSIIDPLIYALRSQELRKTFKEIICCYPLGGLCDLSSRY
NOD2-RIPK2 inh – blocks binding of human NOD2 to RIPK2 | 360,000 tested, 0.38% active | CHO BLA complementation NOD2-RIPK2, CCF4 ratio | inhibition, % at 4.98 µM; in the data active = inhibition above about 21%;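 note: 0% = vehicle only and 100% = reference blocker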
Target sequence (O43353 whole entry, looked up): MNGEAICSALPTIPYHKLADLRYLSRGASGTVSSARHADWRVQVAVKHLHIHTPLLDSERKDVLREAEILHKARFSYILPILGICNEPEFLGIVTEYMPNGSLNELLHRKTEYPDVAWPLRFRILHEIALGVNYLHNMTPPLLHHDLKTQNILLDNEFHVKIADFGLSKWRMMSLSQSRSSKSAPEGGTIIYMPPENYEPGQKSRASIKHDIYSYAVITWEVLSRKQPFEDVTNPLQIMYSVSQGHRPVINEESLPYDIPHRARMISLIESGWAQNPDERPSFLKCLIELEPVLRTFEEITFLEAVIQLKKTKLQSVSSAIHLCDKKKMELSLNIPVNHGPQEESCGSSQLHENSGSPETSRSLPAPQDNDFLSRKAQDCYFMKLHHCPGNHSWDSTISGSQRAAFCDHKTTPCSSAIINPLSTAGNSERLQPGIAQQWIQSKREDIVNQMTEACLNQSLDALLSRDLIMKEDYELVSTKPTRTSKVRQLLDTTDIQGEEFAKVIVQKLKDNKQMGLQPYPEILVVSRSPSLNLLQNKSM
ABHD5-PLIN5 inh – inhibitors of human ABHD5-perilipin-5 interaction; Q00G26+Q8WTS1; Split G. princeps luciferase complementation, luminescence, 4 h; inhibition, % at 4 µM; 360,000 tested, 0.78% active;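 active = inhibition above the mean inhibition across every tested compound plus 3 SD, cut at about 22% in these data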;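 note: 0% = DMSO only wells and the 100% control is not disclosed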
TLR9-MyD88 block – TLR9-MyD88 interaction inhibition. Q9NR96+Q99836. CHO BLA complementation TLR9-MyD88, CCF4 FRET ratio. inhibition, % at 4.98 µM. 340,000 tested, 0.21% active. AID 504734;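 active = inhibition above the mean over all tested compounds plus 3 SD, cut at about 21% in these data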;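 note: 0% = DMSO only wells and 100% = clavulanate BLA inhibitor control wells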
ABCB6 inh 2 – human ABCB6 transporter inhibition. Q9NP58. K562-ABCB6 porphyrin accumulation, flow cytometry, 1 h; active compounds read low. fluorescence ratio to DMSO, % at 10 µM. 360,000 tested, 0.19% active;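 active = fluorescence ratio to DMSO below 75%, the collection mean minus 3 SD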;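 note: signal is porphyrin accumulated inside mitochondria; 100% equals median channel fluorescence of DMSO control wells; lower ratio means ABCB6 inhibition with less porphyrin fluorescence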
Glyco luc inh – blocks N-linked glycosylation in D54 reporter cells; 360,000 tested, 0.23% active; reporter increase, % at 12.5 µM; D54 ERlucT glycosylation luciferase reporter, 24 h; percent of 100 nM tunicamycin response;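 active = mean luciferase reporter signal, scaled so untreated is 0 and the glycosylation-blocking control 100, at or above a set limit in every replicate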;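 note: luciferase carries N-glycosylation sites so blocking glycosylation raises the light; 0% = median of neutral control wells and 100% = median of 100 nM tunicamycin wells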
Vif inh – blocks HIV Vif function | HEK293T cells, Vif self-association by quenched fluorescence, imaging, 24 h | inhibition, % at 7.49 µM | 340,000 tested, 0.35% active; in the data active = inhibition above about 50%, passing the limit was not always enough; note: some results filed as inactive read as strong as hits
Exocytosis inh – lytic granule exocytosis inhibition. TALL-104 LAMP-1 surface exposure, flow cytometry; cells stimulated with thapsigargin and PMA. inhibition, % at 10 µM. 360,000 tested, 0.66% active. AID 651702;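 active = inhibition above about 55%, limit read from the data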
MC4R antag cAMP – antagonists of human melanocortin 4 receptor (MC4R) | 360,000 tested, 0.48% active | MC4R-expressing cells, MTII-stimulated cAMP, LANCE TR-FRET | AID 540295 | inhibition, % at 6.5 µM;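 active = inhibition above its plate's cutoff, the mean of tested wells on that plate plus 3 SD, cut at about 29% in these data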;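 note: 0% = Melanotan II alone and 100% = Melanotan II plus saturating MCL0020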
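Assay system: U2OS cells stably expressing human melanocortin 4 receptor (MC4R) / Dosing: 6.5 µM / Timing: compound 30 min, challenge 1 h, detection 1 h / Measured by: Eu-cAMP/anti-cAMP TR-FRET, emission 671 nm / Replicates: singlicate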
aDG glyco act – alpha-DG glycosylation activation | Pro5-aDG cells, alpha-DG glycosylation AlphaScreen (IIH6); 0% Pro5, 100% B10-LARGE cell signal | activation, % at 10 µM | 360,000 tested, 0.22% active | AID 624168;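 active = activation of at least 8% versus controls, or a plate z-score of at least 8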;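 note: Pro5 are CHO cells carrying HIG-tagged alpha-DG that lacks glycosylation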
* hit, by the source's call; . = not tested or not shown. Not all compounds are listed. The share of hits here may be higher or lower than overall.

SMILES	MC4R ag barr	NOD2-RIPK2 inh	ABHD5-PLIN5 inh	TLR9-MyD88 block	ABCB6 inh 2	Glyco luc inh	Vif inh	Exocytosis inh	MC4R antag cAMP	aDG glyco act
CC(C)Oc1ccc(S(=O)(=O)N2CCOCC2)cc1NC(=O)c1cccc(S(=O)(=O)N2CCCC2)c1	-0.6	-4	7	4	94	-1	0	-9	7	-0.1
COc1ccc(CC(=O)N2N=C(C)CC2(O)C(F)(F)F)cc1 (stereo not given)	4.4	1	0	-2	107	3	-5	-3	7	0.3
CC(C)c1nc(CNC(=O)CC2C(=O)NCCN2Cc2ccoc2)cs1 (stereo not given)	-2.5	-14	17	-8	97	3	0	1	18	-0.2
CC(OC(=O)CCC(=O)c1cccs1)C(=O)Nc1ccc(Cl)cn1 (stereo not given)	-1.8	-5	-2	-12	103	3	11	-2	4	-0.2
COc1ccc(C)cc1NC(=O)CSc1nnc(COc2ccc(Cl)cc2)n1Cc1ccco1	0.0	3	2	3	98	-1	-13	2	-1	0.4
O=C1CC(C(=O)N2CCOCC2)C2(CCCC2)O1 (stereo not given)	-2.1	-2	2	4	93	0	-2	1	1	0.0
CCOC(=O)C1=C(c2ccccc2)NC(=O)N(C(C)=O)C1c1cccc([N+](=O)[O-])c1 (stereo not given)	-1.9	12	5	7	100	-4	-8	-2	14	0.1
CCOc1ccc2cc(S(=O)(=O)N3CCOCC3)ccc2c1	-1.4	0	3	3	102	1	.	2	1	0.1
Cc1ccc(C(=O)Nc2ccc(CN3CCCCC3)cc2)c(C)c1	2.8	-18	-7	1	96	-1	-4	3	9	0.7
FC(F)Oc1ccc(NC(=S)NNc2ccnc3cc(Cl)ccc23)cc1	1.2	2	-23	6	112	-10	2	13	12	3.9
CCCCCCNc1nc(NCc2ccco2)nc(OCC)n1	-0.6	4	-6	7	89	-1	.	-1	-2	0.7
CNc1nc(N)c([N+](=O)[O-])c(NCCO)n1	-1.1	-4	6	0	99	4	-5	0	5	-0.3
Cc1cccc(C)c1Nc1cn[nH]c1	.	-1	-15	.	95	0	-3	-2	.	0.0
COc1ccc(C(=O)OCC(=O)N(C)C2CCS(=O)(=O)C2)cc1S(=O)(=O)N1CCCc2ccccc21 (stereo not given)	0.2	-5	5	-8	100	-1	-3	-1	14	0.1
O=C(ONC1=NCCCCC1)c1cccc([N+](=O)[O-])c1	-1.5	-6	4	1	97	1	-2	-2	4	0.2
CSCCC(NC(=O)c1ccc(Cl)c([N+](=O)[O-])c1)C(=O)N1CCN(C/C=C/c2ccccc2)CC1 (stereo not given)	-5.0	11	1	0	92	1	-13	9	15	0.2
COc1ccc(C(=O)Nc2cc(S(=O)(=O)N3CCCCC3)ccc2OC)cc1	0.8	-12	6	-7	94	-2	-1	-1	2	0.0
COc1ccc(OCCCC(=O)OCC(=O)NNC(=O)c2ccc([N+](=O)[O-])cc2)cc1	-1.0	4	-2	6	93	2	0	-1	4	-0.1
CC1(C)CC(=O)C=C(c2ccc(-c3cccc4c3sc3ccccc34)cc2)C1=O	0.2	9	1	3	95	-7	.	-1	4	-0.2
Cc1ccc2ccccc2c1C(O)c1ncc(-c2ccccc2F)[nH]1 (stereo not given)	-0.1	-5	-8	.	89	-1	-7	1	-2	0.0
COC(=O)c1ccc(S(=O)(=O)NCc2ccc(S(N)(=O)=O)cc2)o1	-0.7	3	-3	-8	100	0	-10	-7	0	0.1
C=CCN1C(=O)C2(OCCCO2)c2cccc(Cl)c21	0.5	5	-1	1	94	1	-5	-3	9	-0.2
CCOC(=O)N1CCN(C(=O)CCS(=O)(=O)c2ccc3c(c2)CCN3C(=O)CC)CC1	-2.5	9	-1	-8	107	0	-3	-12	-1	0.4
CCCCN1C(=O)/C(=C/C=C2/CC(C)(C)CN2C)SC1=S	-2.0	-4	15	6	104	1	.	9	0	-0.6
CCCCCC(=O)N1C[C@H](n2cc(C3CC3)nn2)[C@@H](O)C[C@@H]1c1ccccc1	-0.4	-3	-1	-11	99	-1	4	3	5	0.1
CCN(CC)CCCNC(=O)c1ccc2c(=O)n(Cc3ccc4c(c3)OCO4)c(=S)[nH]c2c1	-4.2	7	12	5	97	-7	-1	0	10	0.0
CCOc1ccc(N2C(=O)C3CCCN3C2=S)cc1 (stereo not given)	-0.3	-6	-11	-10	102	-1	-2	-2	3	0.2
Cc1ccc(-c2cnc3c(Cl)c(C)nn3c2)cc1	-0.2	-6	-1	5	99	-11	5	0	-9	0.2
O=C(C(=O)N1CCN(c2ccc(F)cc2)CC1)c1c[nH]c2ccccc12	-1.8	6	-6	-1	103	2	-2	2	-3	-0.3
CC(=O)Nc1ccc2c(c1)NC(=O)CC2	2.2	-8	0	-1	104	2	-7	-3	10	-0.3
CCN1CCN(c2ccc(NC(=O)CCc3c(C)nc4c(-c5ccc(F)cc5)c(C)nn4c3C)cc2)CC1	0.2	5	17	-8	104	-4	-5	57*	4	1.0
CCC(C)N1CC(=O)N2C(c3ccc(OC)cc3OC)c3[nH]c4ccccc4c3C[C@H]2C1=O (stereo not given in full)	-1.5	1	-1	-2	95	0	2	1	13	0.0
CCOCCCNC(=S)N1CCCN(c2nc3cc(C)c(C)cc3cc2C#N)CC1	-4.3	4	-3	-6	101	-2	0	2	1	0.6
COc1ccc(C(c2nnnn2-c2ccc(OC)cc2)N2CCN(C/C=C/c3ccccc3)CC2)cc1 (stereo not given)	.	-1	7	.	95	-3	5	19	.	-0.6
Cc1cccc2c1N(CCOc1ccc(C(C)(C)C)cc1)C(=O)C2=O	-4.3	5	-2	0	94	4	-2	10	-22	0.5
CSc1nc(O)c(/C=C2\C=Nc3ccccc32)[nH]1	-1.2	-7	-1	-1	98	6	-2	2	-3	-0.2
CCN1C[C@@H]2[C@@H]3C(=O)N(Cc4ccccc4)C(=O)[C@@H]3[C@](C)(C1=O)N2C(=O)c1ccccc1	-1.1	-5	6	-7	99	2	-6	1	7	0.0
CCn1cc(C(=O)Nc2ccc(NC(=O)c3ccco3)cc2)c(=O)c2ccc(C)nc21	0.9	1	-1	-1	101	-1	2	-3	5	0.0
CCCC(=O)c1ccc(N2CCCCCC2)c(F)c1	0.8	-2	-8	8	89	-2	-6	1	3	0.0
COc1cccc(/C=N/NC(=O)Cn2cnc3c2c(=O)n(C)c(=O)n3C)c1	2.0	-1	-2	.	99	2	0	-2	13	0.0
CCOc1cc(/C=C/C(=O)O)ccc1OCCOc1ccccc1	2.5	-9	3	-10	98	0	-6	-2	-1	0.1
CCOc1cc(C=NN=C2c3ccccc3-c3ccccc32)ccc1O	-5.1	0	-7	4	106	4	1	-2	16	-0.2
CN(C)CCCN1CC(C(=O)O)CC1=O (stereo not given)	-0.2	4	7	1	94	2	7	2	8	-0.1
CCN(CC)C(=O)CSc1nnc(-n2nc(C)cc2C)c2ccccc12	-0.1	-5	-2	0	101	-1	10	-5	0	0.2
CCn1c(-c2ccccc2)c(C(=O)O)c2ccccc21	-0.9	3	-2	-6	95	2	0	-2	8	-0.1
COc1ccc(CNc2nc3ccccc3n2C(C)C)cc1	-2.2	-2	-4	-9	101	-4	-1	-2	9	0.0
COc1ccc(/C=C/C(=O)NC(=S)Nc2ccc(S(N)(=O)=O)cc2)cc1OC	-0.4	-1	-3	3	97	1	-4	-9	9	0.0
CN(C)C(CNC(=O)c1cccc(S(=O)(=O)N2CCN(c3ccc(F)cc3)CC2)c1)c1ccccc1 (stereo not given)	4.7	8	9	-3	96	-8	-17	27	4	1.9
O=S(=O)(c1ccc(NC(=S)N/N=C/c2c3ccccc3cc3ccccc23)cc1)N1CCOCC1	-1.0	22*	-11	4	126	-4	-3	2	7	-0.8
CN(Cc1ccco1)S(=O)(=O)c1nnc(NC(=O)c2ccc(F)cc2)s1	1.6	-4	14	-1	117	-1	-4	1	15	0.1
The list goes on.
SMILES	MC4R ag barr	NOD2-RIPK2 inh	ABHD5-PLIN5 inh	TLR9-MyD88 block	ABCB6 inh 2	Glyco luc inh	Vif inh	Exocytosis inh	MC4R antag cAMP	aDG glyco act
CCN1C[C@@H]2[C@@H]3C(=O)N(C)C(=O)[C@@H]3[C@](Cc3ccccc3)(C1=O)N2C(=O)c1ccc(Br)cc1	0.2	-7	6	-2	99	2	2	-2	6	0.1
COc1ccccc1NC(=O)C(=O)NCC(c1ccco1)N1CCc2ccccc2C1 (stereo not given)	-2.1	-6	-5	9	96	-2	7	18	-1	-0.1
Cc1nc2c(s1)sc1ccccc12	-0.2	-6	-4	12	92	1	-2	0	-1	0.0
O=C(Nc1ccn(CCCN2CCN(c3ccccc3)CC2)c(=O)n1)OCc1ccccc1	0.4	5	-8	6	99	-5	-15	-1	13	-0.4
NCc1ccc2[nH]c(=O)[nH]c2c1	-0.8	8	-5	1	97	3	-4	-4	2	-0.1
O=C1CCC([N+](=O)[O-])C(c2ccc(F)c(Br)c2)N1 (stereo not given)	-0.7	-2	-7	-2	97	2	-4	-6	8	-0.1
O=C(CSCc1ccccc1)Nc1cccc(F)c1	-1.0	-9	0	-2	99	2	5	0	-6	0.0
Nc1ccc(-c2nnn(CC(=O)N3CCCCC3)n2)cc1	-0.3	-8	3	7	96	0	-2	4	3	-0.1
COc1ccc(C)cc1-n1nnnc1SCC(=O)Nc1cccnc1Cl	-0.3	-9	-4	4	104	0	-8	6	1	0.8
CCn1c(=O)c2c(nc3n2CCS3)n(C)c1=O	-1.0	-1	-8	-3	90	2	8	1	1	2.0

Single records, as listed above. Order of values: MC4R ag barr | NOD2-RIPK2 inh | ABHD5-PLIN5 inh | TLR9-MyD88 block | ABCB6 inh 2 | Glyco luc inh | Vif inh | Exocytosis inh | MC4R antag cAMP | aDG glyco act
Listed for `Cc1nc2c(s1)sc1ccccc12` = -0.2 | -6 | -4 | 12 | 92 | 1 | -2 | 0 | -1 | 0.0
Listed for `COc1ccccc1NC(=O)C(=O)NCC(c1ccco1)N1CCc2ccccc2C1` (stereo not given) = -2.1 | -6 | -5 | 9 | 96 | -2 | 7 | 18 | -1 | -0.1
Listed for `COc1ccc(C)cc1-n1nnnc1SCC(=O)Nc1cccnc1Cl` = -0.3 | -9 | -4 | 4 | 104 | 0 | -8 | 6 | 1 | 0.8

Next results
SMILES	MC4R ag barr	NOD2-RIPK2 inh	ABHD5-PLIN5 inh	TLR9-MyD88 block	ABCB6 inh 2	Glyco luc inh	Vif inh	Exocytosis inh	MC4R antag cAMP	aDG glyco act
CCCn1cc(S(=O)(=O)c2ccc(Cl)cc2)c(=O)c2cc(OC)ccc21	-0.4	-12	5	-28	104	0	23	9	-15	-0.2
O=c1c2ccccc2cnn1-c1ccc(Cl)cc1	3.7	0	3	-6	101	-11	7	1	-8	0.6
Cc1cccc(C(=O)N[C@@H]2c3ccccc3C[C@@H]2O)n1	-1.8	2	-2	-7	100	-1	-1	11	1	-0.1
Cc1ccc(C(=O)CSc2ncnc3sc4c(c23)CCCC4)cc1	-3.0	-14	0	-5	103	-1	0	-2	-2	0.2
COc1nc(N)nc(N)c1NS(=O)(=O)c1ccc(C)cc1	-2.6	-9	-4	-6	106	2	2	-1	-5	-0.1
CCNC(=S)Nc1ccc(Cl)cc1Cl	5.5	-4	11	-2	101	0	-1	-1	0	0.4
Fc1ccccc1Nc1nc2ccccc2n2nnnc12	0.0	3	-6	-1	99	-1	26	-4	-11	0.0
